From PubChem
TDP1 block – TDP1 (human) enzyme inhibition. hit rate 0.28% among 350,000. AID 485290. recombinant TDP1, AlphaScreen DNA substrate cleavage. Q9NUW8. Potency, µM (top dose mostly 130 µM), for inactives: at the top dose activity change, negative = inhibition, most hits filed as inhibitors; note: nearly all actives have a fitted effect of over 40% in size
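AlphaScreen read-out: signal falls as enzyme removes the 3' tyrosine-FITC from a 5'-biotinylated DNA oligo (15 nM, 5 min, RT). Enzyme was E. coli-made recombinant Tdp1 at 1 nM, exposed to compound for 15 min beforehand; beads 10 ug/ml, 10 min.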
TDP1 cell noCPT – qHTS for Inhibitors of human tyrosyl-DNA phosphodiesterase 1 (TDP1): qHTS in cells in absence of CPT | DT40 Tdp1-/- hTDP1 cells, no CPT, ATP luminescence, 48 h | Potency, µM (series often up to 46.2 µM), for the others: at the highest dose activity change, negative = growth inhibition, actives largely listed as inhibitors | hit rate 15% among 420,000 | AID 686978, 2013; note: nearly all actives have a fitted effect of over 55% in size
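Seeded 400 DT40-hTDP1 cells/well (vehicle DMSO, no 20 nM CPT); pinned compounds; ≥48 hr at 37 °C; CellTiter-Glo luminescence as viability measure.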
GCN5L2 inh – blocks human GCN5L2 histone acetyltransferase | Potency, µM (doses to about 58.9 µM), for the others: top-dose activity change, negative = inhibition, actives largely listed as inhibitors | hit rate 0.21% among 390,000 | GCN5L2 HAT assay, ThioGlo1 CoA-SH fluorescence | AID 504327
Target sequence (Q92830 whole entry, looked up): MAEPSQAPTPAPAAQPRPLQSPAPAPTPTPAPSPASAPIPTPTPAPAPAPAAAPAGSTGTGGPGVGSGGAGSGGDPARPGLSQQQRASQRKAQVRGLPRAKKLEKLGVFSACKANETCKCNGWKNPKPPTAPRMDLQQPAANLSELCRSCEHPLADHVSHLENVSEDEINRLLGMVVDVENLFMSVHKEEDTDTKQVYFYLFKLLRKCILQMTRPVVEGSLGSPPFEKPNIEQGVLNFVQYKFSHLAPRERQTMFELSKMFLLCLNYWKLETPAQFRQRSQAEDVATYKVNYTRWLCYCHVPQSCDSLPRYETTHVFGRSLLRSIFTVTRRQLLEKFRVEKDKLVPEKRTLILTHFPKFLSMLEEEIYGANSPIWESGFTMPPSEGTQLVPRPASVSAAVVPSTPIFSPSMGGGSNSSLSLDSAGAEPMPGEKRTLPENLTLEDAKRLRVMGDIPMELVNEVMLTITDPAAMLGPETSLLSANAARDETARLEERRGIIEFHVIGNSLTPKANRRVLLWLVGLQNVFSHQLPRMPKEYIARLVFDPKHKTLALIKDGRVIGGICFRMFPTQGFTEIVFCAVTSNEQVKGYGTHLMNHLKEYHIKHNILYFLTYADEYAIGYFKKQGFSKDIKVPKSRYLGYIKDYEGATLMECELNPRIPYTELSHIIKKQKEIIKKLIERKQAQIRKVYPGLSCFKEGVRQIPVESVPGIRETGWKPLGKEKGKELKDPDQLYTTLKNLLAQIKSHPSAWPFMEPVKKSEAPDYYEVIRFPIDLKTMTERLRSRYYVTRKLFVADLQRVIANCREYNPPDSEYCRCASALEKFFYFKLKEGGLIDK
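Enzyme at 20nM final was mixed with library compounds for 15 min at room temperature. Peptide H3(1-25) at 75uM, acetyl-CoA at 70uM and ThioGlo1 at 50uM were then added. Plates were read immediately and after 20 min (Ex340nm/Em540nm).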
An asterisk follows results filed as active; u = inconclusive; x = not tested or not shown; & = joins results of further samples; [ ] = dose if it differs, or a comment. Calls come from the whole dose curve; as a rule, active = well fitted curve in the direction sought with a large enough effect; inconclusive = small, poorly fitted or top-dose-only effect, or another doubt; inactive = no such curve, though single readings can be large; an effect the other way counts as inactive or inconclusive. % is set by controls: 0 for no effect and ±100 for the full control effect; potency is the fitted concentration of half-maximal effect. A portion of the library. The share of hits here may be higher or lower than overall.

SMILES	TDP1 block	TDP1 cell noCPT	GCN5L2 inh
O=C(NCC1CCCO1)c1onc(CSc2ccccc2)c1C(=O)O (centres undefined)	4%	-3%	-9%
CC1CCC2(CC1)NC(=O)N(CC(=O)c1ccc(CNC(=O)C(C)(C)C)s1)C2=O (centres undefined)	0%[56.1 µM]	-1%	0%
CSc1nnc2c(n1)OC(C)N(C(=O)c1ccccc1)c1ccccc1-2 (centres undefined)	3%	-9%	-8%
CC(=O)Nc1cn(C(C)=O)c(C)n1	4%	x	3%
Cc1c(C(=O)N2CCCC2)oc2c1-c1nn(CC(=O)NCCCN3CCCCC3)cc1CC2	3%	2%	-3%
CCOc1ccc(NC(=O)c2c(NC(=O)c3cccs3)sc3c2CCC(C(C)(C)C)C3)cc1 (centres undefined)	x	-15%	1%
O=S(=O)(Nc1nc2ccccc2nc1Cl)c1cccc(C(F)(F)F)c1	12%	u	-3%
CCCN1CCN(C2CCCCC2NS(=O)(=O)c2ccccc2)CC1 (centres undefined)	4%	-17%	-7%
O=C(COC(=O)c1cccc(S(=O)(=O)NCc2ccccc2)c1)c1ccccc1	4%	-27%	-9%
Cc1ccc(S(=O)(=O)N[C@@H](CC(C)C)C(=O)N2CCC(C(=O)N[C@H](C(=O)O)C(C)C)CC2)cc1	x	-13%	2%
Cc1nc(Nc2ccccc2)sc1-c1ccccc1	3%	u	-15%
CSc1nc2[nH]c3c(c2c2ncnn12)CCCC3	5%	u	-5%
CCOC(=O)[C@H]1[C@H]2COc3ccc(C)cc3[C@@H]2N2C(=O)[C@@H](C)NC(=O)[C@@]12C	0%	2%	-2%
CC(NC(=O)CNC(=O)c1sc2ccccc2c1Cl)c1ccc(S(N)(=O)=O)cc1 (centres undefined)	x	-17%	-5%
O=C(Nc1ccc2c(c1)OCCO2)c1ccc(Cl)cc1Cl	x	-29%	-6%
COc1cc(C2C3C(=O)N(c4ccccc4)C(=O)C3ON2c2ccccc2)ccc1O (centres undefined)	2%	-6%	-3%
CN(C(=O)c1ccc(NC(=O)C2CCCN(C(=O)OC(C)(C)C)C2)cc1)C1CC1 (centres undefined)	3%	u	1%
COc1cc(CNC(=O)CCCCCCC(C)C)ccc1O	9%[56.1 µM]	u	-12%&0%
COc1cc(/C=C(/C#N)C(=O)NCc2ccccc2)cc(OC)c1OC	0%	u	0%
COC(=O)c1sccc1S(=O)(=O)N(CC(=O)NCc1ccc(C)cc1)c1ccc(Cl)cc1	6%	u	25%
Clc1ccc(-c2nc(N3CCCCC3)nc3ccccc23)cc1	u	-17%	-5%
CC(C)Oc1ccc(S(=O)(=O)N2CCCCC2)cc1NC(=O)CC1OC(=O)c2ccccc21 (centres undefined)	1%	u	-4%
Cc1ccccc1NS(=O)(=O)c1cc2c3c(c1)CC(=O)N3CCC2	3%	7%	-7%
CN(CC(O)COCc1ccc2c(c1)OCO2)C1CCCCC1 (centres undefined)	4%	16%	-4%
Nc1nonc1C(=O)NCCNCc1cc(Br)ccc1OCc1ccc(F)cc1	1%	10µM*	1%
NC(=O)COC(=O)c1cc(S(=O)(=O)N2CCOCC2)ccc1N1CCCCC1	2%	-25%	0%
N#Cc1nc(-c2ccc([N+](=O)[O-])cc2)oc1N1CCCCC1	x	-10%	2%
Cn1nccc1C(=O)NC1CCCc2c1cnn2-c1ccc(F)cc1F (centres undefined)	3%	1.6µM*	0%
CC1(C)CC(=O)C(N=Nc2ccc(Cl)cc2)=C(O)C1	3%	u	1%
O=C(NCC1CCCO1)C(c1ccc(F)cc1)N(CC1CCCO1)C(=O)c1ccc(-c2ccccc2)[nH]1 (centres undefined)	2%	u	-24%
Cc1cc2nc(-c3ccc(SCc4ccc(C(=O)O)cc4)nc3)[nH]c2cc1C	22µM*	u	u
Cc1cc[n+](-c2nc3ccccc3nc2[N-]S(=O)(=O)c2cccs2)cc1C	4%	-1%	5%
COc1ccc(CN2CCCC(C(=O)Nc3cccc(-n4cccn4)c3)C2)cc1 (centres undefined)	3%	u	-24%
Cc1ccc(C)c(OCCCCCn2ccnc2)c1	3%	u	-4%
O=C(OCC(=O)N1CCN(S(=O)(=O)c2ccc(Cl)cc2)CC1)c1cc(Br)ccc1O	x	-14%	-12%
Cc1ccccc1-n1nc2c(c1NC(=O)c1cc3ccccc3oc1=O)CS(=O)(=O)C2	-1%	u	-16%
CCOC(=O)n1c(O)c(N=NC(N)=S)c2cc(C)ccc21	4%	26%	-1%
O=C(N1CCOCC1)N1CCN(S(=O)(=O)c2ccc(F)cc2)CC1	x	11%	-5%
Cc1ccc(C)c(Nc2cc(C(=O)NCc3cccnc3)c3ccccc3n2)c1	6%	u	-1%
Cc1cc(Br)ccc1NC(=O)c1ccccc1-c1ccccc1	5%	u	-14%
COc1ccc(/C=N/Nc2nc(C)cc(-c3ccccc3)n2)cc1OC	7%	u	-10%
CCN(CC)C(=O)c1sc2nc(-c3cccs3)cc(-c3ccc(Cl)cc3)c2c1N	9%	u	u
COc1ccc(C(=O)N2CCN(c3ccccc3Cl)CC2)cc1S(=O)(=O)NC1CC1	4%	4.1µM*	1%
CCC1CN(C(=O)N2CCC(C(=O)NCCCc3ccccc3)CC2)c2ccccc2O1 (centres undefined)	8%	u	-17%
COc1ccc([N+](=O)[O-])cc1NC(=O)C(C)OC(=O)/C=C/c1ccco1 (centres undefined)	-3%	u	-3%

Some of the entries so far, with values under each structure.
Results follow in this order: TDP1 block | TDP1 cell noCPT | GCN5L2 inh
> COc1ccc(CN2CCCC(C(=O)Nc3cccc(-n4cccn4)c3)C2)cc1 (centres undefined)
    3% | u | -24%
> Cc1ccc(C)c(OCCCCCn2ccnc2)c1
    3% | u | -4%
> O=C(OCC(=O)N1CCN(S(=O)(=O)c2ccc(Cl)cc2)CC1)c1cc(Br)ccc1O
    x | -14% | -12%
> Cc1ccccc1-n1nc2c(c1NC(=O)c1cc3ccccc3oc1=O)CS(=O)(=O)C2
    -1% | u | -16%
> CCOC(=O)n1c(O)c(N=NC(N)=S)c2cc(C)ccc21
    4% | 26% | -1%
> O=C(N1CCOCC1)N1CCN(S(=O)(=O)c2ccc(F)cc2)CC1
    x | 11% | -5%
> Cc1ccc(C)c(Nc2cc(C(=O)NCc3cccnc3)c3ccccc3n2)c1
    6% | u | -1%
> Cc1cc(Br)ccc1NC(=O)c1ccccc1-c1ccccc1
    5% | u | -14%
> COc1ccc(/C=N/Nc2nc(C)cc(-c3ccccc3)n2)cc1OC
    7% | u | -10%
> CCN(CC)C(=O)c1sc2nc(-c3cccs3)cc(-c3ccc(Cl)cc3)c2c1N
    9% | u | u
> COc1ccc(C(=O)N2CCN(c3ccccc3Cl)CC2)cc1S(=O)(=O)NC1CC1
    4% | 4.1µM* | 1%
> CCC1CN(C(=O)N2CCC(C(=O)NCCCc3ccccc3)CC2)c2ccccc2O1 (centres undefined)
    8% | u | -17%
> COc1ccc([N+](=O)[O-])cc1NC(=O)C(C)OC(=O)/C=C/c1ccco1 (centres undefined)
    -3% | u | -3%

Going on with the list:
SMILES	TDP1 block	TDP1 cell noCPT	GCN5L2 inh
CCOc1cc(CNC(=O)NC2COc3ccc(OC)cc3C2)cc(OCC)c1OCC (centres undefined)	5%	u	-14%
O=C(NCc1ccccc1)[C@@H]1C[C@H]1[C@@H](NP(=O)(c1ccccc1)c1ccccc1)c1ccccc1	0%&7%	u	-10%
CCC(C)NC(=O)Cn1nc([N+](=O)[O-])c(Cl)c1C (centres undefined)	-5%	0%	3%
COc1cccc(NC(=O)CN(C)C(=O)c2cc(S(=O)(=O)N3CCCCCC3)ccc2OC)c1	0%	-25%	-7%
Cc1cccc2cc(CN(C(=O)c3cccs3)c3ccccc3)c(=O)[nH]c12	0%	-21%	-1%
CC(CCc1ccccc1)NC(=O)c1ccc(-n2cncn2)c([N+](=O)[O-])c1 (centres undefined)	x	-13%	-5%
CCn1cc(Cl)c(C(=O)NNC(=O)CCn2cc([N+](=O)[O-])cn2)n1	5%	3%	3%
N#C/C(=C(/O)CCl)c1nc(-c2ccccc2)cs1	2%	15µM*	-15%
COC(=O)c1ccc(CSc2nc3c(cnn3-c3ccc(Cl)cc3)c(=O)[nH]2)o1	0%	-15%	0%
O=C(Cn1ncc(Cl)c(Cl)c1=O)NCC1CCCCC1	3%	1.8µM*	-7%
COc1ccc(OC)c(C(=O)c2coc3ccc(OCC(=O)O)cc23)c1	-1%	-2%	-1%
Cc1cccc(C)c1NC(=O)NC1(C(=O)N2CCCCC2)CCCCC1	x	1%	-7%
O=C(CCC(=O)c1ccc(F)cc1)OC1CCOC1=O (centres undefined)	5%	-13%	-9%
CO[C@@H]1[C@@H]2OP(=O)(O)OC[C@H]2O[C@H]1n1c(Sc2ccc(Cl)cc2)nc2c(N)ncnc21	2%	x	0%
Cc1cnc(C(=O)Nc2ccccc2-n2cccc2)cn1	-8%	-4%	-4%
Cn1ncc(Cl)c1C(=O)N1CCN(c2ncccn2)CC1	-1%	0%	2%
O=Cc1c(-c2ccc(F)cc2)nc2ccccn12	6%	-25%	-2%
Cc1c(Cl)cccc1NC(c1ccc(F)cc1)c1nnc(-c2ccccc2)o1 (centres undefined)	5%	23µM*	-8%
O=C(CCSc1nnc(-c2ccncc2)o1)Nc1ccc(Cl)cc1	2%	-19%	-1%
CCN(CC)C1CCCCC1NS(=O)(=O)c1ccc(Cl)cc1 (centres undefined)	5%	-13%	-11%
CCCc1ccc(-c2cc(NC(=O)CSc3nnc(N)s3)n(-c3ccccc3)n2)cc1	3%	21µM*	-10%
CCOc1ccc(-c2nnc(SCC(=O)NC3CC3)o2)cc1	0%	-19%	3%
CCNC(=S)N/N=C(\C)c1cccc(OC)c1	8%	11%	-2%
O=C(CNS(=O)(=O)c1ccccc1)NCc1ccccn1	2%	-1%	-27%
Cc1sc2ncn(CC(=O)N3CCC(C(N)=O)CC3)c(=O)c2c1S(=O)(=O)N1CCOCC1	13%	-3%	-5%
CCOc1cccc(C(=O)Nc2ccc(NC(=O)c3cc4ccccc4o3)c(OC)c2)c1	x	u	-3%
CCN(CC)CC(=O)Nc1sc(C)cc1C(=O)c1ccccc1	x	u	-1%
Cc1cc(C)c(C(=O)N2CCCC(N3CCN(c4cccc(C(F)(F)F)c4)CC3)C2)o1 (centres undefined)	11%	8.2µM*	-18%
CCOC(=O)C1(CCCc2ccccc2)CCN(C(=O)CCC2=NNC(=O)CC2)CC1	1%	-18%	9%
Cc1cnc(NC(=O)CSc2nnc(-c3ccccc3)n2Cc2ccccc2)s1	-2%	-22%	0%
CCc1ccc(NC(=O)CSc2nc3ccccc3c(=O)n2CCC(=O)NC2CCCCC2)cc1	2%	3%	-7%
CC(=O)Nc1nc2ccc(S(=O)(=O)N3CCCC3)cc2s1	1%	-18%	-3%
O=C(CN1C(=O)C2(SCC(=O)N2c2ccc(F)cc2)c2ccccc21)NC1CCCCC1 (centres undefined)	-1%	-21%	6%
COCCNCC#CCOc1ccc(OC)cc1	5%	-1%	2%
COc1ccc(C(=O)ON=C2CCN(c3ccc([N+](=O)[O-])cc3)CC2)cc1	5%	u	-3%
CC(=O)c1c(C)[nH]c(C(=O)OCc2cccc(Cl)c2)c1C	3%	u	-8%
CCOc1ccccc1NS(=O)(=O)c1cccs1	2%	-10%	-1%
O=C(CN1C(=O)CCC1=O)Nc1ccc(Br)cc1	2%	-30%	-4%
Cc1cc(C)cc(N(CC(=O)NC2CCCCCC2)S(=O)(=O)c2c(C)[nH]c(=O)[nH]c2=O)c1	1%	-4%	1%
CCCN1C(=O)/C(=C2/C=Cc3ccccc3N2CC)SC1=S	13%	u	-5%
Cc1c(Cl)cccc1NC(=O)CC(c1ccc(F)cc1)N1Cc2ccccc2C1=O (centres undefined)	6%	21µM*	-3%
Cc1oc(-c2ccccc2F)nc1CN1CCC(C(=O)NCCC2=CCCCC2)CC1	5%	23µM*	-6%
NS(=O)(=O)c1ccc(-c2ccc(/C=N/Nc3ccc(C(=O)O)cc3)o2)cc1	u	-1%	-1%
O=C(CC1CC2CCC1C2)N1CCN(S(=O)(=O)c2ccccc2[N+](=O)[O-])CC1 (centres undefined)	3%	u	-6%
Cc1ccnc2nc(C(=O)OCC(=O)N(CC(C)C)CC(C)C)nn12	1%	-6%	-9%
Cc1ccc(NC(=O)Nc2cc(-c3ccccc3)nn2C)cc1Cl	x	21µM*	-2%
CC(Oc1ccccc1)C(=O)N1CCN(c2ccc(N3CCCCC3)nn2)CC1 (centres undefined)	x	14%	-13%
O=C(N/N=C/c1ccc2c(c1)OCO2)c1ccc(NS(=O)(=O)c2cccs2)cc1	4%	7%	-10%
CN(C)C(=O)c1ccc(-c2nc(NC3CCNCC3)c3ccccc3n2)cc1	x	-7%	-6%
Cc1nc(Cl)sc1C(=O)Nc1cccc2ccccc12	5%	u	-9%

Only TDP1 cell noCPT (2 entries from above):
Compound	TDP1 cell noCPT
O=C(N/N=C/c1ccc2c(c1)OCO2)c1ccc(NS(=O)(=O)c2cccs2)cc1	7%
CN(C)C(=O)c1ccc(-c2nc(NC3CCNCC3)c3ccccc3n2)cc1	-7%
